Bioassay records deposited in PubChem by The Scripps Research Institute Molecular Screening Center.
MITF inh: human MITF inhibition, primary screen; AID 1259374; inhibition, % at 2.6 µM; hit rate 0.91% among 650,000; O75030; AlphaScreen MITF homodimerization, bead proximity signal; in the data active = inhibition above about 50%;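 note: 0% = vehicle wells with protein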
Target sequence (O75030 whole entry, looked up): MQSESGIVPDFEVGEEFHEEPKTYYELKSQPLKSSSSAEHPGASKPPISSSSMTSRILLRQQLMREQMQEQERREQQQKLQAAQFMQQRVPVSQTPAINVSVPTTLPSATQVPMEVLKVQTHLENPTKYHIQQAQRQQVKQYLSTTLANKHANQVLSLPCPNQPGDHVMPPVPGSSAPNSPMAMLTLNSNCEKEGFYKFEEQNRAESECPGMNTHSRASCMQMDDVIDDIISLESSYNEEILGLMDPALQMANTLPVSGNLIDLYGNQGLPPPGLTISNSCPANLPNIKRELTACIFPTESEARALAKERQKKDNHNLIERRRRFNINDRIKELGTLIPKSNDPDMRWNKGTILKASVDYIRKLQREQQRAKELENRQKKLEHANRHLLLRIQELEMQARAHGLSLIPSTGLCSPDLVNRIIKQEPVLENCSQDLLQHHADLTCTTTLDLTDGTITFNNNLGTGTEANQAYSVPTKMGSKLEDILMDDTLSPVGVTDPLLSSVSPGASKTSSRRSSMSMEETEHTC
GPR151 ag: human GPR151 activation. hit rate 1% among 650,000. AID 1508602. activation, % at 11.2 µM. PathHunter beta-arrestin GPR151 cells, luminescence; in the data active = activation above about 4.9%;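 note: 0% = median of compound wells and 100% = cells with positive control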
Target sequence (Q8TDV0 whole entry, looked up): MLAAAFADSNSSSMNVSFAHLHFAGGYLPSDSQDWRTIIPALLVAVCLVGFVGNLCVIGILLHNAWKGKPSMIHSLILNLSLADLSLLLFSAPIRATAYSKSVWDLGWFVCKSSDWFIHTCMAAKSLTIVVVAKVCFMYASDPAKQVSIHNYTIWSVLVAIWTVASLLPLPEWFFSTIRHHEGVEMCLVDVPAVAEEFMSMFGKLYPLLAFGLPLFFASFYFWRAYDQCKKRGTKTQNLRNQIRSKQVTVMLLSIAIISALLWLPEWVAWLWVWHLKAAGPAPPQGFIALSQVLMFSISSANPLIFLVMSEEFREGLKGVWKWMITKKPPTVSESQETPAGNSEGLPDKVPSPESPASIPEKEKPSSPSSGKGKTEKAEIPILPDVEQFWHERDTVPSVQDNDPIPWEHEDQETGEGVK
FBW7 act: activators of human E3 ligase FBW7. Q969H0. AlphaScreen FBW7–phospho-cyclin E peptide binding, activator screen. normalized activity (activation), % at 26.1 µM. hit rate 0.13% among 650,000; in the data active = normalized activity above about 1.9%;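 note: purified mutant Fbw7 with reduced substrate affinity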
TEAD-YAP inh: TEAD-YAP interaction inhibition. HEK-TIYL cells, TEAD-Gal4/YAP UAS-luciferase luminescence. hit rate 1.4% among 640,000. inhibition, % at 9.12 µM; in the data active = inhibition above about 32%;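 note: 0% = median of test compound wells and 100% = reference inhibitor wells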
Numbers without * were called inactive.

SMILES	MITF inh	GPR151 ag	FBW7 act	TEAD-YAP inh
CCN(CC)C(=O)CSc1nnc(-c2cccnc2)n1-c1cccc(C)c1C	4.1	-0.3	-0.2	-1.7
CNc1nc(C2COc3ccccc3O2)nc2ccc(-c3cn[nH]c3)cc12 (centres undefined)	21.7	-0.1	0.0	-11.8
COc1ccc(N2CCN(C3CCCN(C(=O)C4CCOCC4)C3)CC2)cc1 (centres undefined)	10.4	0.1	0.3	4.3
COCCCNC(=S)Nc1cc(OC)c(OC)c(OC)c1	17.1	-1.4	0.4	2.5
COc1ccc(CCNC(=O)CSc2nc3ccccc3c(=O)n2CC2CCC(C(=O)NCc3ccccc3Cl)CC2)cc1OC (centres undefined)	9.2	-1.1	-0.1	-0.1
CC(C)n1c(-c2ccc(N3CCOCC3)nc2)nc2c(NCCCN3CCCC3=O)ncnc21	10.7	1.0	0.0	-7.2
CC(C)Cn1c(=O)c2ccccc2n2c(SCC(=O)NCc3cccs3)nnc12	23.8	0.8	0.7	1.1
CCOC(=O)C1=NN(C(=O)COc2ccccc2)C(O)(c2ccc(Br)cc2)C1 (centres undefined)	-14.6	0.1	0.0	12.1
CN1CCN(c2ccc(-c3ncc(C(=O)NCCc4ccc(O)cc4)s3)cc2)CC1	5.6	2.9	0.0	2.2
CCOC(=O)C1=CN(C(C)C)C=C(C(=O)OCC)C1c1cc(Cl)c(O)c(OC)c1	8.1	4.9	0.1	3.9
COC(=O)C1=C(C)NC(=O)NC1c1ccc(OCc2ccccc2)cc1 (centres undefined)	-4.2	0.7	-0.1	-4.1
CCOC(=O)CSc1nc2c(c(=O)n1-c1cccc(Br)c1)C1(CCCCC1)Cc1ccccc1-2	23.3	-0.4	0.1	8.4
CCN1CCCC1CNC(=O)c1ccc2c(=O)n(CCc3ccccc3)c(=S)[nH]c2c1 (centres undefined)	21.4	-1.1	-0.2	-6.3
CC1CN(S(=O)(=O)c2cc([N+](=O)[O-])ccc2N2CCCCCC2)CC(C)O1 (centres undefined)	1.9	-0.3	0.0	3.8
Cc1ccc(CN2CCN(CCCC3CCCC3)CC2CCO)o1 (centres undefined)	18.9	2.8	0.1	4.3
COC(=O)[C@@H]1C[C@@H](NC(=O)c2ccc(OC)cc2)CN1Cc1ccccc1	3.7	-0.9	0.3	14.4
CCOc1ccccc1NC(=O)C(NS(=O)(=O)c1cccc2nsnc12)C(C)C (centres undefined)	-8.8	-1.2	0.3	5.2
Cc1cc(=O)oc2cc(OC(C)C(=O)Nc3nccs3)ccc12 (centres undefined)	14.4	-0.7	0.2	2.3
Cc1ccc(CNC(=O)CN2C(=O)CC(C)(C)Sc3ccccc32)cc1	-6.5	0.8	-0.1	-7.7
Cc1ccc(-c2csc(Nc3ccccc3)n2)o1	35.3	-0.2	-0.1	-75.8
CC(C)C1Oc2ccc(Cl)cc2C2CC(c3cccs3)=NN21 (centres undefined)	1.1	-0.4	0.0	-14.4
CCOc1ccccc1N/C(SCc1ccccc1C)=C(/C#N)C(=O)NCCc1ccc(OC)c(OC)c1	13.4	1.3	-0.2	2.9
Cc1nc(Sc2nnnn2C)c2c3c(sc2n1)CCC3	19.0	0.1	0.0	1.5
Cc1ccc2c(c1)nnn2C1CCN(S(=O)(=O)c2ccc([N+](=O)[O-])cc2)CC1	2.6	-0.9	0.0	3.5
COC(=O)C1CCCCN1Cc1ccc2c(c1)CN(C(=O)Cc1csc(C)n1)CCO2 (centres undefined)	-2.0	0.6	-0.1	-5.0
CC(Sc1ccccc1)C(=O)Nc1cccc(N(C)S(C)(=O)=O)c1 (centres undefined)	15.3	-0.6	0.0	6.0
Cc1ccc(Nc2nc(C)cc(C)c2C#N)c(C)c1	7.1	-0.6	0.3	9.5
O=c1c(Cl)c(NC2CCCC2)cnn1-c1ccccc1	6.6	-0.9	-0.3	-19.2
NS(=O)(=O)c1ccc(NC(=O)/C=C\C(=O)O)cc1	-10.3	-2.0	0.0	-7.8
CCN1C(=O)C(C23CC4CC(CC(C4)C2)C3)NC1=S (centres undefined)	-3.5	1.3	-0.1	11.8
CN1CCN(c2cc(C(=O)Nc3ccc4[nH]ncc4c3)ccn2)CC1	39.6	0.3	0.1	14.9
CCCCN1C(=O)C(=O)N(CC(=O)Nc2ccc(C(N)=O)cc2)C1=O	1.2	-1.4	0.1	-2.8
O=C(NC(C(=O)c1ccccc1)N1CCOCC1)c1ccccc1 (centres undefined)	-13.8	-1.1	-0.3	-6.7
COc1ccccc1OCc1cccc([N+](=O)[O-])c1	-0.9	-0.1	-0.1	-74.6
O=C(CC1(O)C(=O)Nc2ccccc21)c1ccccc1O (centres undefined)	0.5	-1.7	0.0	-13.0
CCOc1ccc(NC(=O)N(C2CCCCCC2)C2CCN(C(C)=O)CC2)cc1	9.7	0.2	0.1	0.3
COC(=O)c1ccccc1NC(=S)NC(=O)c1ccco1	9.3	0.8	-0.1	1.4
Fc1ccc(-n2cc(-c3ccccc3)[nH]c2=S)cc1	12.4	0.4	0.0	-19.1
CCCCCCn1c(CN2CCN(c3ccc(OC)cc3)CC2)nc2c1c(=O)[nH]c(=O)n2C	6.4	0.2	-0.2	-11.3
CC(=O)Nc1sc2c(c1CN1CCc3ccccc3C1)CCCC2	9.5	-0.3	0.1	12.4
Cc1nc2nc(Cc3ccccc3)[nH]n2c(=O)c1C	5.1	2.5	0.1	3.1
O=C(Cn1ncc2ccccc21)Nc1ccc(Cl)cn1	-11.4	-0.7	0.1	3.7
CC(=O)N1CCC(C(=O)N(C)C(c2ccccc2C)c2ncccc2C)CC1 (centres undefined)	-14.2	0.1	0.2	1.9
O=C(CSC1=NC(=O)C(c2ccccc2)C(=O)N1)NC1CCCCC1 (centres undefined)	9.8	-1.8	0.1	0.8
CC(Nc1n[nH]c(=O)[nH]c1=O)C(=O)O (centres undefined)	-18.1	0.4	0.1	4.4
CCc1ccccc1NC(=O)c1ccc(F)c(S(=O)(=O)N2CCCCCC2)c1	9.0	-0.5	0.1	0.5
O=C(Nc1ccc2c(c1O)C(=O)c1ccccc1C2=O)c1ccccc1	-3.3	0.4	0.2	2.0
Cn1c(O)c(N=NC(=O)CNC(=O)c2ccccc2)c2ccccc21	-11.6	1.1	0.0	-2.1
COc1ccc(S(=O)(=O)N(CC(=O)Nc2ccc(F)cc2)c2ccc(Cl)cc2)cc1	4.3	-1.2	0.0	0.7
CN(C)c1ccc(-c2nc3sc4c(c3c(=O)[nH]2)CCCC4)cc1Br	-13.8	-0.4	0.1	-4.8
CC(=O)c1cccc(-c2cnc3ccc(NC4CCOCC4)nn23)c1	1.0	-0.1	0.2	6.3
O=[N+]([O-])c1ccc(O)c(-c2cc(C(F)(F)F)nc(-c3ccccc3)n2)c1	-2.5	-0.1	-0.1	7.7
CC(C)(C)c1cc(C(=O)N2CCCC(c3ccnc4ncnn34)C2)n[nH]1 (centres undefined)	1.8	0.3	-0.1	3.4
COC(=O)[C@H](Cc1ccccc1)NC1CCN(c2cccc(NC(=O)C3CC3)c2)CC1	-14.3	0.3	-0.2	10.1
COCCn1nnnc1C(c1cccs1)N1CCCCCC1 (centres undefined)	0.4	0.4	-0.1	9.2
CC1=C(C(=O)OC(C)(C)C)C(c2cccs2)C(C#N)=C(N)O1 (centres undefined)	-18.3	-1.5	0.1	-4.2
COc1ccccc1-n1c(CNC(=O)c2ccco2)nnc1SCC(=O)Nc1cc(C)ccc1C	-10.7	-0.3	0.1	-12.2
COc1ccc(CNS(=O)(=O)c2cc3[nH]c(=O)c(=O)[nH]c3cc2C)cc1	5.7	1.6	0.0	5.5
COC(=O)c1ccc(NC(=O)CSc2ncnc3c2nnn3-c2ccc(F)cc2)cc1	-1.3	-0.4	0.0	5.2
CCCCC(=O)Nc1ccc(I)c(C)n1	-2.4	-1.7	0.0	-80.2
New compounds follow
SMILES	MITF inh	GPR151 ag	FBW7 act	TEAD-YAP inh
CCN1C(=O)CCc2cc(NC(=O)NCCc3ccccc3)ccc21	1.1	1.5	0.2	8.7
Cc1ccccc1NC(=O)CN(C)S(=O)(=O)c1cnc[nH]1	11.3	-0.6	0.2	6.9
O=[N+]([O-])c1ccc2nc(-c3ccccc3)[nH]c2c1	9.6	-7.6	-0.3	-60.1
COc1cc(NC(=O)Nc2ccc(Cl)cc2)c(C(=O)O)cc1OC	-10.2	1.1	0.0	1.1
CCc1ccc2nc(N3CCC(C(=O)N4CCN(c5ccccc5)CC4)CC3)sc2c1	0.0	-0.8	-0.1	-28.7
Cc1ccccc1C(=O)NNC(=O)c1ccc(O)cc1	-10.1	-5.1	-0.3	-14.0
CSc1cccc(NC(=O)C2C3C=CC4(O3)C2C(=O)N(C2CCCC(C)C2C)C4C(=O)NC2CCCC(C)C2C)c1 (centres undefined)	3.3	-1.2	0.0	-2.5
COc1ccc(C2=NN(C(=O)CSc3nnc(CNC(=O)c4cccc(C)c4)n3C)C(c3ccc(C)cc3)C2)cc1 (centres undefined)	1.9	0.9	-0.1	14.6
Cc1ccsc1C1CC(=O)Nc2c1ccc1ccccc21 (centres undefined)	7.9	0.6	0.2	13.1
COc1ccc(CNC(=O)CSCc2ccc(C)cc2)cc1	12.7	-0.8	0.3	-2.8
O=C1c2ccccc2-c2cccc(NS(=O)(=O)c3ccc(F)cc3)c21	1.3	2.4	0.0	2.0
COc1ccc(N2CCN(C(=O)c3nn(-c4ccccc4OC)c(=O)c4ccccc34)CC2)cc1	15.8	-1.2	0.0	3.1
CCN(CC)CCCNCC(=O)Nc1cc(C)on1	1.2	-2.4	1.2	7.5
CNC(=O)c1ccc(Nc2nnc(-c3ccc(C)c(S(=O)(=O)N4CCOCC4)c3)c3ccccc23)cc1	-2.0	1.5	-0.2	4.1
Cc1[nH]nc2c1C(c1cn(CC(N)=O)nc1-c1ccccc1)C(C#N)=C(N)O2 (centres undefined)	-6.8	0.0	0.1	7.6
O=C(COc1ccc(Br)cc1CO)NCc1ccc(F)cc1	17.1	-1.0	0.6	-3.0
CCOc1ccc(C(=O)Nc2sc(C)c(C)c2C#N)cc1	14.4	-0.9	0.0	-5.0
O=C(CCc1ccccc1)NCc1ccccn1	2.8	-0.5	-0.2	-1.9
Cc1nc(N2CCN(C(=O)Nc3cccc(F)c3C)CC2)cc(-n2ccnc2)n1	17.1	-1.7	0.5	-0.3
NC(=O)C1CCN(C(=O)c2ccc3c(=O)n(Cc4ccco4)c(=S)[nH]c3c2)CC1	-4.3	1.1	0.3	-3.0
CCC(C(=O)Nc1sc(C(N)=O)c(C)c1C(=O)OC)c1ccccc1 (centres undefined)	0.6	0.6	-0.2	3.5
O=C(OCc1nc2ccccc2s1)c1ccc(O)cc1	5.9	-6.4	-0.1	-12.8
CC1(C)CC(=NNC(=O)c2cccc([N+](=O)[O-])c2)CC(C)(C)N1	12.0	-0.7	-0.2	-2.3
N=C(c1ccc([N+](=O)[O-])cc1)N1CCCCCC1	7.8	4.3	-0.1	-5.1

Shown as labelled records: entries from further up
Molecule: CCN(CC)CCCNCC(=O)Nc1cc(C)on1
  MITF inh: 1.2	GPR151 ag: -2.4	FBW7 act: 1.2	TEAD-YAP inh: 7.5
Molecule: CNC(=O)c1ccc(Nc2nnc(-c3ccc(C)c(S(=O)(=O)N4CCOCC4)c3)c3ccccc23)cc1
  MITF inh: -2.0	GPR151 ag: 1.5	FBW7 act: -0.2	TEAD-YAP inh: 4.1
Molecule: Cc1[nH]nc2c1C(c1cn(CC(N)=O)nc1-c1ccccc1)C(C#N)=C(N)O2 (centres undefined)
  MITF inh: -6.8	GPR151 ag: 0.0	FBW7 act: 0.1	TEAD-YAP inh: 7.6
Molecule: O=C(COc1ccc(Br)cc1CO)NCc1ccc(F)cc1
  MITF inh: 17.1	GPR151 ag: -1.0	FBW7 act: 0.6	TEAD-YAP inh: -3.0

(list continues)
SMILES	MITF inh	GPR151 ag	FBW7 act	TEAD-YAP inh
COC(=O)c1ccccc1NC(=O)c1cc2ccccc2oc1=O	18.6	4.7	0.2	-2.0
OCCCCNC(=S)Nc1cccc2ccccc12	11.1	0.8	-0.5	-8.4
Cc1ccc2cc(CN(CCc3ccccc3)C(=O)N(C)C)c3nnnn3c2c1	-0.7	0.3	0.2	-0.7
CCSc1nnc2n(-c3ccccc3OC)c(=O)c3c(n12)-c1ccccc1CC31CCCCC1	-9.0	0.4	0.0	8.4
CCOC(=O)c1cc[n+](CC(=O)c2ccccc2)cc1	5.2	0.8	0.0	-2.3
CC1=CC(C)(C)Nc2ccc(OC(=O)NC3CCCCC3)cc21	0.4	-0.4	-0.5	-22.0
O=C(CNC(=O)c1ccccc1)N/N=C/c1cc(Br)ccc1O	12.8	-0.2	-0.7	8.9
O=C(CC1SC(=Nc2ccccc2)N(c2ccccc2)C1=O)Nc1ccc(N2CCCCC2)cc1 (centres undefined)	5.0	0.9	0.2	5.8
O=C(CC1CCCC1)Nc1ccc2c(c1)CCC2	3.9	1.6	0.5	-38.3
Cc1cc(O)c(C(C)C)cc1NS(=O)(=O)c1ccc(Cl)cc1	4.4	1.3	-0.1	14.1
COc1ccc(N2CC(NC(=O)NCc3cccnc3)CC2=O)cc1 (centres undefined)	-6.6	0.9	-0.2	5.1
CCc1sc(C(=O)Nc2ccc(S(=O)(=O)NC)cc2)cc1Br	12.1	2.9	0.5	-5.6
NC(=O)C1CCN(C(c2ccccc2)c2sc3nc(-c4ccco4)nn3c2O)CC1 (centres undefined)	3.8	-0.3	-0.1	-1.9
CC(C)c1ccc(NC(=O)N[C@H]2C[C@H]3C(=O)N[C@@H](CO)C(=O)N3C2)cc1	7.3	-0.5	-0.1	2.0
Cc1ccc(-n2nnnc2SCC(N)=O)cc1C	-2.3	1.9	0.3	10.8
